# Compound activity: PubChem, several laboratories
# PMI act satM6P – human PMI activators, high substrate, primary screen, biochemical, fluorescence intensity, near-saturating mannose 6-phosphate. activation factor at 20 µM. Mannose-6-phosphate isomerase (Homo sapiens), P34949. coupled PMI enzyme assay, resazurin fluorescence, 20 min; active compounds read high; 1 = untreated enzyme, 0 = substrate-free blank. 190,000 tested, 0.34% active;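 active = activation factor of 2 or more at 20 µM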
#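 Test system – human PMI in coupled enzyme assay · Timing – 20 min incubation at room temperature · Detection – Diaphorase-driven resazurin-to-resorufin fluorescence, excitation 544, emission 590 nm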
# S1P3 antag – S1P3 receptor antagonists, primary screen, cell-based. AID 485, 2006. CHO S1P3 NFAT-BLA reporter, FRET fluorescence, antagonist mode. Sphingosine 1-phosphate receptor 3 (Homo sapiens), Q99500. 170,000 tested, 0.27% active. inhibition, % at 4.98 µM;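 active = inhibition above the plate cutoff, the mean inhibition of test wells on that plate plus 3 SD, cut at about 28% in these data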;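 also: cells challenged with S1P at its EC80 of 0.8 µM; blue over green emission ratio from cleaved BLA substrate after 4 h stimulation; 0% = S1P-stimulated wells and 100% = unstimulated DMSO-only wells; some compounds past the cut are filed as inactive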
# Target sequence (Q99500 whole entry, looked up): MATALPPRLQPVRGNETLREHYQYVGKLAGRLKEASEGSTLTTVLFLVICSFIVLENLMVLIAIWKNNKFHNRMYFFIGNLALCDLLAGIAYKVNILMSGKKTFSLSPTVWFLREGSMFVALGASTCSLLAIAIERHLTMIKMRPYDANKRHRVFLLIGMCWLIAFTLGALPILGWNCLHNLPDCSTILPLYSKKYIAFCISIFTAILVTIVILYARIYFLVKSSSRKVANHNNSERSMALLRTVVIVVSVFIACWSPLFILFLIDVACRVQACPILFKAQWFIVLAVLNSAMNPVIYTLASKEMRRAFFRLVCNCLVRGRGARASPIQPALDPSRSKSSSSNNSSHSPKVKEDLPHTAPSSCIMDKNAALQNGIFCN
# SRC2 TRFRET art – TR-FRET signal artefacts, primary screen, artefact control for PPARgamma SRC-2 agonist project, biochemical; AID 1049, 2008; TR-FRET ratio at 8 µM; 200,000 tested, 0.4% active; TR-FRET artefact counter-screen; active compounds read high; in the data active = TR-FRET ratio above about 2000; also: inactives centre near 1500
# ROMK primary – ROMK potassium channel modulators, primary screen, cell-based, thallium flux, MLSMR library. Tet-inducible ROMK, thallium flux fluorescence; actives lie on both sides. 130,000 tested, 2% active. ATP-sensitive inward rectifier potassium channel 1 (Homo sapiens), P48048. B-score at 10 µM;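 active = signal ratio slope over the read window, or its plate-corrected B-score, at least 3 SD from the plate mean, either direction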;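 also: B-score of the F/F0 ratio slope over 7 to 12 s after thallium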
# G6PDH counter – L. mesenteroides G6PDH inhibitors, counter-screen for G6PDH-coupled screening assays, biochemical, Leuconostoc mesenteroides enzyme | 200,000 tested, 0.12% active | inhibition, % at 5 µM | Purified L. mesenteroides G6PDH, diaphorase/resazurin coupled fluorescence, 45 min | AID 1020, 2008; in the data active = inhibition above about 50%
# PPARg SRC2 recr – agonists of PPARg-SRC-2 recruitment, primary screen, biochemical, HTS. Peroxisome proliferator-activated receptor gamma (Homo sapiens), P37231. PPARgamma LBD-SRC-2 recruitment. activation, % at 8 µM. 200,000 tested, 0.34% active; in the data active = activation above about 22%;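 also: 0% = vehicle and 100% = reference agonist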
# Target sequence (P37231 whole entry, looked up, the tested form may be a part): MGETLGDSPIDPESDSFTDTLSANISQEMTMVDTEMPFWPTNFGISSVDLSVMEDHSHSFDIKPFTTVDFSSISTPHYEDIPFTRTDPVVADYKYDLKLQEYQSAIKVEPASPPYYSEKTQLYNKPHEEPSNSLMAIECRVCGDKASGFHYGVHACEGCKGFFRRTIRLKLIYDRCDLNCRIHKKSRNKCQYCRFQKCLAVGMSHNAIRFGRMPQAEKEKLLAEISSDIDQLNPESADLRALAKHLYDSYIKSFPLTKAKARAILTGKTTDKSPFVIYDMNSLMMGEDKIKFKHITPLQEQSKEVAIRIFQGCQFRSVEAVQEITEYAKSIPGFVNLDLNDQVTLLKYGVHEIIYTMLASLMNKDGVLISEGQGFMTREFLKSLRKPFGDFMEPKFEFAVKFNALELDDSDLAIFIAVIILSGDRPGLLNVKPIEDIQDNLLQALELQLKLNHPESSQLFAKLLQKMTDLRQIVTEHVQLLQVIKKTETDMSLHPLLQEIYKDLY
# Diaphorase inh – diaphorase inhibitors and chemical oxidizers, primary screen, counter-screen for diaphorase-coupled primary assays, biochemical, uHTS, resorufin fluorescence; 190,000 tested, 0.69% active; inhibition, % at 20 µM; AID 1217, 2008; diaphorase resazurin-to-resorufin fluorescence, NADH, 16 min; bacterial (C. kluyveri) enzyme, not human;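 active = primary screen inhibition at 20 µM above a set limit, cut at about 50% in these data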;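 also: plate controls were DMSO with full reaction for no effect and wells lacking NADH for full effect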
#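 Assay system – diaphorase enzyme from Clostridium kluyveri · Amount – diaphorase 0.14 U/mL (working solution) · Times – reaction incubation of 16 min at room temperature · Controls – No-NADH positive control and DMSO neutral control · Signal – resorufin fluorescence 544/590 nm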
# PPARg SRC-3 ag – PPARgamma agonists recruiting SRC-3 coactivator, primary screen, biochemical; Peroxisome proliferator-activated receptor gamma (Homo sapiens), P37231; biochemical PPARgamma/SRC-3 coactivator recruitment assay; activation, % at 8 µM; 200,000 tested, 0.26% active; in the data active = activation above about 23%;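 also: 0% = DMSO and 100% = reference agonist; some compounds past the cut are filed as inactive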
# PMI activator – activators of human PMI, primary screen, biochemical, fluorescence intensity, near-Km mannose 6-phosphate; Mannose-6-phosphate isomerase (Homo sapiens), P34949; purified human PMI, coupled resazurin fluorescence, 20 min; active compounds read high; 1 = vehicle control, 0 substrate-free wells; activation factor at 20 µM; 190,000 tested, 0.005% active;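 active = activation factor of 2 or more at 20 µM, relative to plate controls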
# PPARg SRC-1 ag – PPARgamma agonists recruiting SRC-1 coactivator, primary screen, biochemical. PPARgamma-SRC-1 coactivator recruitment biochemical assay. activation, % at 8 µM. 200,000 tested, 0.41% active; in the data active = activation above about 19%;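 also: 0% = DMSO and 100% = reference agonist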
# Diaph act CS – compounds boosting diaphorase resazurin reduction – biochemical, uHTS, resorufin fluorescence, counter-screen for diaphorase-coupled primary assays, primary screen | Diaphorase/resazurin coupled assay, 16 min; active compounds read high; 1 = vehicle wells, 0 = NADH-free wells | activation factor at 20 µM | 190,000 tested, 0.005% active | AID 1229, 2008;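 active = diaphorase activity raised at least twofold by the compound at 20 µM; inactive = activation factor below 2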
#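 Assay system: bacterial diaphorase enzyme (C. kluyveri) / Input: enzyme 0.07 U/mL final / Medium: 50 mM HEPES pH 7.4 with 4.542 mM MgCl2, 0.005% Tween 20 / Doses: single compound dose of 20 µM, 1% DMSO final / Incubation: 16 min enzyme reaction, ambient temperature / Signal: fluorescence, excitation 544 nm and emission 590 nm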
# Starred values were filed as active, the others as inactive; . = not tested or not shown.
SMILES,PMI act satM6P,S1P3 antag,SRC2 TRFRET art,ROMK primary,G6PDH counter,PPARg SRC2 recr,Diaphorase inh,PPARg SRC-3 ag,PMI activator,PPARg SRC-1 ag,Diaph act CS
COc1cccc(CNc2nc3ccccc3n2CCN2CCCCC2)c1OC,1.1,-9,1453,-0.12,7,-1,-12,-7,1.1,-3,1.1
CN(C)c1ccc(C(=S)N2CCN(Cc3ccccc3)CC2)cc1,0.9,-4,1592,-1.5,6,1,12,5,0.9,2,0.9
CCc1ccc(CN(C)C(=O)CC2C(=O)NCCN2Cc2ccoc2)cc1 (stereo not given),0.8,-10,1426,.,10,1,13,3,0.9,12,0.9
O=C(Nc1ccc2snnc2c1)N1CCN(c2ccccc2)CC1,1.1,.,1481,.,5,1,0,-1,1,6,1
COc1ccc(NC(=O)Nc2ccccc2C(N)=O)cc1OC,0.8,-12,1546,-0.25,12,3,15,-2,0.8,-2,0.9
O=C(Nc1ccccc1)/C(=C/c1cccnc1)NC(=O)c1ccco1,1,-10,1342,.,-7,-7,5,-4,1,2,0.9
CCC(CC)C(=O)Nc1cc(OC)c(OC)cc1C(=O)O,1,-21,1468,0.22,9,-2,11,-10,1,-3,0.9
Cc1nnc(NC(=O)CSc2nnc(CNC(=O)C34CC5CC(CC(C5)C3)C4)n2C2CCCCC2)s1,0.9,.,1619,.,-16,17,12,10,0.8,4,0.9
Cc1c(C#N)c(NC(=O)CCl)n(Cc2cccs2)c1C,0.9,-13,1491,-0.49,5,10,12,5,1.4,6,0.9
CCOc1ccc(C(C)=O)cc1CSc1nc2nc(C)cc(C)n2n1,1,3,1543,1.1,-1,10,9,1,1,4,0.9
O=C(OCn1nnc2ccccc2c1=O)c1ccc(N2CCOCC2)c([N+](=O)[O-])c1,1,15,1507,.,16,3,-6,0,1.1,0,1.1
Cc1sc2nc(CSc3cccc(C(F)(F)F)c3)[nH]c(=O)c2c1C,0.9,1,1611,.,14,9,9,6,0.8,3,0.9
O=C(O)CC1S/C(=N/N=C/c2ccc(Br)cc2)N(c2ccccc2)C1=O (stereo not given),0.9,-13,1840,0.35,4,16,15,6,1,3,0.8
Cc1cccc(OCc2nc(-c3nonc3N)no2)c1C,0.8,-7,1494,.,4,2,-9,2,1,7,1.1
CN(C)S(=O)(=O)N1CCN(S(=O)(=O)N(C)C)CC1,1,-25,1450,-0.02,7,-4,4,1,1,-4,1
O=C(NCCN1C(=O)C2C3C=CC(C3)C2C1=O)N1CCCCC1 (stereo not given),1,-23,1360,.,-2,-3,2,0,1,-3,1
CCOC(=O)N1CCC(=NNC(=O)COc2ccc(C#N)cc2)CC1,0.8,-9,1492,.,24,0,22,-4,0.8,-3,0.8
CCOc1ccc(S(=O)(=O)Nc2cccc(OC)c2)cc1,1,.,1512,.,14,8,18,7,0.9,3,0.8
CCn1c(C(C)NC(=O)c2cccs2)n[nH]c1=S (stereo not given),0.9,6,1709,.,7,5,14,5,1,3,0.9
COc1ccc(OC)c(C(O)c2coc3ccc(O)c(CN4CCOCC4)c23)c1 (stereo not given),1,.,1712,-0.064,4,-3,3,1,0.9,-7,1
Cc1ccc2nc3c(cc(S(=O)(=O)c4ccccc4)c(=N)n3Cc3ccco3)c(=O)n2c1,1,-3,1564,0.0058,-2,-2,52*,1,1.3,11,0.5
Cc1cc(C(=O)OCC(=O)NCc2ccco2)c(C)n1-c1ccccc1,1,-20,1539,.,4,7,5,0,1.1,6,1
Cc1ccc(NC(=O)c2cccc(F)c2)cc1S(=O)(=O)N1CCCCCC1,1,6,1441,-1,5,2,22,5,1.1,3,0.8
Fc1ccccc1N1CCN(Cc2cnc(Cl)s2)CC1,1.1,-22,1550,-0.4,-1,-1,12,-2,1,4,0.9
COc1ccc(C)cc1NC(=S)NC(C)c1ccc(OC)c(OC)c1 (stereo not given),1,-20,1388,0.4,9,2,4,0,0.9,4,1
C=C(C)COc1ccc(-c2[nH]ncc2-c2ccc(Br)cc2)c(O)c1,1.1,-9,1625,2.5,3,7,7,1,1,5,0.9
Cc1cccc(NC2=CC(=O)OC(C)C2)c1 (stereo not given),1,.,1690,0.68,8,2,11,6,1,11,0.9
COC(=O)[C@@]1(Cc2ccc(F)cc2)[C@@H]2[C@@H](CC(=O)[C@H]2CC(=O)C(=O)N(C)C)CN1C(=O)c1ccccc1,0.8,19,1550,0.44,18,-1,14,-4,0.9,-1,0.9
CC(=O)Nc1ccc(S(=O)(=O)NC2=NCN(CCOC(=O)c3ccccc3)CN2)cc1,1,-17,1550,.,1,-9,5,-11,0.9,6,1
Cc1c(Br)ccc(NC(=O)CCN2C(=O)C3C4CCC(C4)C3C2=O)c1C (stereo not given),1.1,.,1890,-0.69,0,10,-2,3,1,1,1
O=C(CN(C(=O)CCC(=O)Nc1nccs1)c1ccc(F)c(Cl)c1)NCc1ccco1,0.9,28,1556,.,5,5,13,-2,0.9,4,0.9
Nc1ncnc(Nc2cccc(C(F)(F)F)c2)n1,0.9,.,1539,.,4,-3,14,2,0.9,-10,0.9
Nc1ccc(C(=O)N2CCCC2)cc1CS(=O)(=O)c1ccc(Cl)cc1,1,2,1481,0.68,13,-9,-4,0,1,0,1
Cc1nn(Cc2c(F)c(F)c(F)c(F)c2F)c(C)c1NC(=O)c1ccc(COc2ccc(Cl)cc2Cl)o1,0.9,3,1340,-0.69,0,0,16,-2,0.9,5,0.8
O=C(NC1CC1)c1ccc(COc2ccc(F)cc2)o1,1,-11,1667,0.36,11,6,6,10,1.1,6,0.9
CC(C)Sc1nnc(Cn2c(=O)sc3ccccc32)n1-c1ccccc1,1.1,4,1428,.,0,-2,10,4,1,2,0.9
COc1ccccc1NC(=O)Cc1noc(CSc2nnc(C)s2)n1,0.9,.,1643,0.74,8,0,14,-10,1,6,0.9
N#CC1=C(N)Oc2nc(-c3ccccc3)[nH]c2C1c1cccnc1 (stereo not given),0.9,-10,1422,-0.81,0,0,11,-4,0.9,0,0.9
CCN1CCN(CC(=O)Nc2c(C(=O)OC)[nH]c3cccc(Cl)c23)CC1,0.9,7,1592,1.3,1,-5,8,10,0.9,-2,0.9
COCCNC(=O)C(c1cccs1)N(Cc1ccccc1)C(=O)Cn1nnc2ccccc21 (stereo not given),1,.,1313,-2.1,12,-7,0,-10,1,1,1

# Grouped by structure: the entries above with a thiophene ring, fused or not.
SMILES,PMI act satM6P,S1P3 antag,SRC2 TRFRET art,ROMK primary,G6PDH counter,PPARg SRC2 recr,Diaphorase inh,PPARg SRC-3 ag,PMI activator,PPARg SRC-1 ag,Diaph act CS
Cc1c(C#N)c(NC(=O)CCl)n(Cc2cccs2)c1C,0.9,-13,1491,-0.49,5,10,12,5,1.4,6,0.9
Cc1sc2nc(CSc3cccc(C(F)(F)F)c3)[nH]c(=O)c2c1C,0.9,1,1611,.,14,9,9,6,0.8,3,0.9
CCn1c(C(C)NC(=O)c2cccs2)n[nH]c1=S (stereo not given),0.9,6,1709,.,7,5,14,5,1,3,0.9
COCCNC(=O)C(c1cccs1)N(Cc1ccccc1)C(=O)Cn1nnc2ccccc21 (stereo not given),1,.,1313,-2.1,12,-7,0,-10,1,1,1

# Further results follow:
SMILES,PMI act satM6P,S1P3 antag,SRC2 TRFRET art,ROMK primary,G6PDH counter,PPARg SRC2 recr,Diaphorase inh,PPARg SRC-3 ag,PMI activator,PPARg SRC-1 ag,Diaph act CS
COc1cc(C(=O)NCc2nnc(SCC(=O)N3CCCc4ccccc43)o2)cc(OC)c1OC,1.1,22,1736,-0.79,10,0,8,8,1.1,6,0.9
CCCOc1ccc(C(=O)NC(=S)Nc2nc3ccc(C)cc3s2)cc1,0.9,.,1462,0.094,0,-2,7,8,1,3,0.9
COc1ccc(C2CC(C(F)(F)F)n3nc(CO)c(Cl)c3N2)cc1OC (stereo not given),0.8,-23,1565,2.3,6,1,12,3,0.9,0,0.9
CCN(C(=O)CCC(=O)N(CC)c1ccccc1)c1ccccc1,1,-4,1435,-0.0013,-1,-4,-2,0,1.1,-2,1
Cc1ccc(C(=O)CN2CCC(NC(=O)C3CCCCC3)CC2)cc1,1.5,0,1477,.,15,6,6,-5,1.3,5,0.9
O=C(Cc1ccc(Cl)cc1)Nc1cc(S(=O)(=O)N2CCOCC2)ccc1N1CCCC1,1.1,-14,1621,-0.62,12,8,0,2,1.2,5,1
CCCn1nnc(NCc2ccc(OCc3cccs3)c(OC)c2)n1,0.9,1,1562,.,-11,-1,3,0,0.9,6,1
O=C(Nc1nc2ccc(F)cc2s1)c1cccs1,1,5,1617,1,2,9,11,-1,1,14,0.9
Cc1ccc(-c2csc(N/N=C/C=C/c3ccccc3)n2)cc1,1,.,1536,.,2,2,-1,-2,1,-11,1
Cc1ccnc(NS(=O)(=O)c2ccc(NC(=O)C3CC=CCC3C(=O)O)cc2)n1 (stereo not given),0.9,-6,1628,0.36,3,-1,12,3,1,5,0.9
CCC(Oc1ccccc1)C(=O)Nc1ccccc1OC (stereo not given),1,-23,1497,-1.2,-25,4,12,0,1,-2,0.9
CC1=NN(C(=O)c2ccc(Cn3nc(C)c(Br)c3C)cc2)C(O)(C(F)(F)F)C1 (stereo not given),0.9,16,1445,.,1,-7,13,4,1,7,0.9
CCNC(=S)NNC(=O)c1ccc2ncccc2c1,1,-4,1508,0.37,13,6,3,3,1,2,1
O=C(NCCc1ccc2c(c1)OCCO2)c1cc2ccccc2o1,0.9,-26,1603,.,-3,2,34,4,0.9,1,0.7
O=C(NCc1cccnc1)c1nn2cccnc2c1Cl,0.8,-10,1757,-0.082,17,8,18,5,0.8,1,0.8
COc1ccc(-n2c(/C=C(\C)O)nc(=O)c3c(C)cc(C)nc32)cc1,1,-11,1278,.,-30,-4,-7,-4,1,-6,1.1
Cc1ccccc1Nc1nc2nonc2nc1N1CCOCC1,1.1,-8,1661,.,-10,-7,9,0,0.9,1,0.9
